Dynein cargo inh – dynein cargo transport inhibition; 3617.4 mouse cells, GR-EGFP nuclear translocation imaging; test concentration mostly 20 µM; stimulated with dexamethasone, 1 µM; active compounds read low; z-score, hits read low; 0.47% of 220,000 active;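 active = plate z-score of nuclear minus cytoplasmic receptor signal below a set negative limit, without overly bright fluorescence or cell loss, cut at about -3.5 in these data, passing the limit was not always enough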;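 also: z-score of nuclear minus cytoplasmic ring GR-EGFP intensity difference per well; some compounds called inactive have numbers as strong as hits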
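Buffer or medium: Induction medium lacking tetracycline, stripped serum | Also added: Dexamethasone agonist, 1.0 µM final, for 30 min | Timing: 48 h induction, 1 h compound, 30 min dex at 37 °C | Detection: Formaldehyde fixation, Hoechst nuclear stain, 10x automated fluorescence imaging | Measure: Nuclear versus cytoplasmic GR-EGFP signal, averaged per well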
Yfh1-off respiration – mitochondrial function rescue without frataxin homolog – Friedreich's ataxia, plus single-dose screen, dose response (AID 1465); S. cerevisiae Yfh1-off respiration, WST-1 reduction, 72 h; higher fold induction means a stronger effect; 0.074% of 220,000 active; fold induction at 50 µM, or EC50 in µM where a hit was titrated;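 active = fold induction of absorbance versus untreated yeast above a set limit, then at least 30% activation at any dose in follow-up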;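 also: activators that raise dye reduction in frataxin-depleted yeast; strong numbers were not always called active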
bCat nuc transl – alters nuclear translocation of beta-catenin in HeLa cells. 0.3% of 190,000 active. nuclear translocation activity, % at 5 µM. immunofluorescence imaging;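 active = nuclear translocation activity above 50% at 5 µM, with a well cell count of 50 or more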;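 also: per-cell ratio of nuclear to cytoplasmic median beta-catenin stain intensity; plate controls were DMSO negative control for no effect and GSK-3 inhibitor IX positive control for full effect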
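Test system: human HeLa cells, endogenous beta-catenin. Times: 24 h compound exposure, 37°C. Measured by: beta-catenin immunofluorescence imaging with DAPI.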
NOD2 inhibition – inhibition of NOD2-driven NF-kB reporter – cell-based, luminescence, uHTS, HEK293 (AID 1566) | HEK293 NOD2/NF-kB luciferase reporter, luminescence; higher % means a stronger effect | inhibition, % at 4 µM, or EC50 in µM where a hit was titrated | 0.63% of 290,000 active; in the data active = inhibition above about 50%; also: many of its hits are not listed in these tables
M17LAP inhibition – P. falciparum M17LAP inhibitors, primary screen, biochemical, fluorogenic H-Leu-NHMec substrate, 1536-well (AID 1619) | recombinant M17LAP, H-Leu-NHMec fluorogenic kinetic assay; higher % means a stronger effect | inhibition, % at 30 µM; hits with a dose series show IC50 in µM | 0.38% of 220,000 active;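 active = compound inhibiting the enzyme by more than half at any dose during confirmatory dose-response retesting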;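 also: plate controls were full reaction with DMSO carrier for no effect and no enzyme background for full effect; strong numbers were not always called active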
NOD1 inhibition – NOD1 signaling inhibitors, primary screen, cell-based, luminescence, uHTS (AID 1578); NOD1-driven NF-kB luciferase reporter cells, luminescence; higher % means a stronger effect; inhibition, % at 4 µM, or EC50 in µM where a hit was titrated; 1% of 290,000 active; in the data active = inhibition mostly above about 36%, no sharp cut-off; inactive = mostly below about 34%;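 also: HEK-293T reporter cells stimulated with the NOD1 agonist gamma-tri-DAP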
Insulin prom up – MIN6 insulin promoter up-regulation | MIN6 insulin promoter-GFP reporter, high-content imaging; active compounds read high | z-score at 5 µM | 0.3% of 190,000 active;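 active = z-score above 3 at 5 µM with at least 500 cells counted in the well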
MT stabilizer – stabilizes microtubules in HeLa cells; HeLa tubulin immunostaining HCS, 24 h; share of cells brighter than vehicle mean+2SD; % tubulin-high responders, % at 10 µM; 0.83% of 200,000 active; AID 2205;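 active = plate Z-score above 3 for both tubulin-high and condensed-nucleus cell shares, with cell loss under 80%, at 10 µM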;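 also: anti alpha tubulin signal scored within the nucleus-defined area of each cell; some results filed as inactive read as strong as hits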
Autophagy HCS – autophagy modulation, high-content screen; MEF GFP-LC3 puncta imaging; test concentration mostly 10 µM; calls only at 10 µM (by protocol); 0.98% of 190,000 active;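 active = percentage of spot-positive cells more than 3 SD above its plate mean, without a fluorescence outlier flag or 80% toxicity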;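 also: spot-positive cell cutoff set from DMSO-treated cells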
Dynein cargo inh cytoplasmic EGFP – further read-out of Dynein cargo inh, marked with its call; z-score; measured here: cytoplasmic GR-EGFP intensity; active compounds read high
Dynein cargo inh nuclear GR-EGFP – also measured in Dynein cargo inh; calls as there; z-score; measured here: nuclear GR-EGFP intensity;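 lower value marks the stronger effect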
Dynein cargo inh cell count – recorded beside Dynein cargo inh, whose call it bears; z-score; measured here: cell count per field
Insulin prom up cell count – also measured in Insulin prom up; calls as there; cell count; measured here: cytotoxicity, nuclei count;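 total cells summed across four imaged fields per well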
bCat nuc transl cell count 5 µM – also measured in bCat nuc transl; calls as there; cell count; measured here: cell count, cytotoxicity flag
MT stabilizer Hoechst-high % – further read-out of MT stabilizer, marked with its call; % Hoechst-high responders; measured here: nuclear condensation Hoechst responders;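 share of cells brighter than vehicle mean plus two SD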
MT stabilizer cytotoxicity % – recorded beside MT stabilizer, whose call it bears; toxicity, %; measured here: cytotoxicity by cell density;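 0% = mean cell density of plate MIN control wells and 100% = no cells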
Autophagy HCS cell loss 18 h – also measured in Autophagy HCS; calls as there; toxicity, %; measured here: cell loss, nuclei count;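 cell loss after 18 h compound exposure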
Numbers without * were called inactive. A portion of the library; rates above refer to the full screens.

COc1ccc(OCC(=O)Nc2nc3ccc(NC(C)=O)cc3s2)cc1 was read as Dynein cargo inh -0.52, Yfh1-off respiration inactive, bCat nuc transl 0.3, NOD2 inhibition 5%, M17LAP inhibition 16%, NOD1 inhibition -7%, Insulin prom up -0.31, MT stabilizer 2.3, Autophagy HCS inactive, Dynein cargo inh cytoplasmic EGFP -0.32, Dynein cargo inh nuclear GR-EGFP -0.53, Dynein cargo inh cell count 0.81, Insulin prom up cell count 1404, bCat nuc transl cell count 5 µM 1579, MT stabilizer Hoechst-high % 1.0, MT stabilizer cytotoxicity % 7.8 and Autophagy HCS cell loss 18 h 9.
COC(=O)c1c(NC(C)=O)sc(C(=O)Nc2ccccc2)c1C was read as Dynein cargo inh -0.18, Yfh1-off respiration inactive, bCat nuc transl 1.8, NOD2 inhibition -24%, M17LAP inhibition -22%, NOD1 inhibition -56%, Insulin prom up 0.2, MT stabilizer 2.6, Autophagy HCS inactive, Dynein cargo inh cytoplasmic EGFP -0.038, Dynein cargo inh nuclear GR-EGFP 0.018, Dynein cargo inh cell count 0.77, Insulin prom up cell count 1500, bCat nuc transl cell count 5 µM 1066, MT stabilizer Hoechst-high % 3.2, MT stabilizer cytotoxicity % 8.4 and Autophagy HCS cell loss 18 h -5.
For Cc1cccc(NC(=O)c2sc(C)nc2C)c1 the results were Dynein cargo inh -0.3, Yfh1-off respiration inactive, bCat nuc transl -2.5, NOD2 inhibition 8%, M17LAP inhibition 5%, NOD1 inhibition 14%, Insulin prom up 0.13, MT stabilizer 3.3, Autophagy HCS inactive, Dynein cargo inh cytoplasmic EGFP -0.24, Dynein cargo inh nuclear GR-EGFP -0.21, Dynein cargo inh cell count 0.32, Insulin prom up cell count 1331, bCat nuc transl cell count 5 µM 532, MT stabilizer Hoechst-high % 2.1, MT stabilizer cytotoxicity % 3.3 and Autophagy HCS cell loss 18 h -1.
For COc1ccc(-c2nc3c(c(=O)c4ccccc4n3C)c(=O)n2Cc2ccccc2)cc1 the results were Dynein cargo inh 1.2, Yfh1-off respiration inactive, bCat nuc transl 0.4, NOD2 inhibition 10%, M17LAP inhibition 1%, NOD1 inhibition -28%, MT stabilizer 5.2, Autophagy HCS inactive, Dynein cargo inh cytoplasmic EGFP -0.26, Dynein cargo inh nuclear GR-EGFP 0.72, Dynein cargo inh cell count -0.23, bCat nuc transl cell count 5 µM 892, MT stabilizer Hoechst-high % 1.7, MT stabilizer cytotoxicity % 7.4 and Autophagy HCS cell loss 18 h 33.
`CC(C)CNC(=S)NC1CCCC1` gave Dynein cargo inh -0.57, Yfh1-off respiration inactive, NOD2 inhibition -7%, M17LAP inhibition -17%, NOD1 inhibition -21%, Insulin prom up -0.17, MT stabilizer 1.0, Autophagy HCS inactive, Dynein cargo inh cytoplasmic EGFP -0.25, Dynein cargo inh nuclear GR-EGFP -0.12, Dynein cargo inh cell count 0.57, Insulin prom up cell count 1014, MT stabilizer Hoechst-high % 1.1, MT stabilizer cytotoxicity % 1.5 and Autophagy HCS cell loss 18 h 3.
COC(=O)c1ccc([C@@H]2C[C@H]3CN(Cc4cccnc4)C(=O)[C@]34CCCN24)cc1 was read as Dynein cargo inh -0.0067, Yfh1-off respiration inactive, bCat nuc transl -2.6, NOD2 inhibition 9%, M17LAP inhibition -8%, NOD1 inhibition -26%, Insulin prom up 0.05, MT stabilizer 2.2, Autophagy HCS inactive, Dynein cargo inh cytoplasmic EGFP 0.14, Dynein cargo inh nuclear GR-EGFP -0.024, Dynein cargo inh cell count 0.068, Insulin prom up cell count 1423, bCat nuc transl cell count 5 µM 1107, MT stabilizer Hoechst-high % 2.5, MT stabilizer cytotoxicity % 5.4 and Autophagy HCS cell loss 18 h 6.
OCCC1CN(Cc2cccn2-c2ccccn2)CCN1Cc1ccccc1 (stereo not given) was read as Dynein cargo inh -0.56, Yfh1-off respiration inactive, bCat nuc transl 1.4, NOD2 inhibition 17%, M17LAP inhibition 4%, NOD1 inhibition -10%, Insulin prom up -1.7, MT stabilizer 2.4, Autophagy HCS inactive, Dynein cargo inh cytoplasmic EGFP -0.085, Dynein cargo inh nuclear GR-EGFP -0.18, Dynein cargo inh cell count 0.34, Insulin prom up cell count 1516, bCat nuc transl cell count 5 µM 926, MT stabilizer Hoechst-high % 0.7, MT stabilizer cytotoxicity % 2.2 and Autophagy HCS cell loss 18 h -26.
CCOC(=O)N1CCN(C(=O)CN(c2cccc(OC)c2)S(C)(=O)=O)CC1 was read as Dynein cargo inh 0.94, Yfh1-off respiration inactive, bCat nuc transl -4.3, NOD2 inhibition 21%, M17LAP inhibition -1%, NOD1 inhibition -21%, Insulin prom up 0.08, MT stabilizer 2.2, Autophagy HCS inactive, Dynein cargo inh cytoplasmic EGFP 0.013, Dynein cargo inh nuclear GR-EGFP 0.52, Dynein cargo inh cell count -0.13, Insulin prom up cell count 798, bCat nuc transl cell count 5 µM 1140, MT stabilizer Hoechst-high % 2.2, MT stabilizer cytotoxicity % 8.9 and Autophagy HCS cell loss 18 h -3.
Screening COc1ccc(/C=N/n2c(-c3cc(C)[nH]n3)n[nH]c2=S)cc1 returned Dynein cargo inh -0.96, Yfh1-off respiration inactive, bCat nuc transl 1.8, NOD2 inhibition 5%, M17LAP inhibition 3%, NOD1 inhibition -9%, Insulin prom up -0.35, Dynein cargo inh cytoplasmic EGFP -0.15, Dynein cargo inh nuclear GR-EGFP -0.4, Dynein cargo inh cell count 0.3, Insulin prom up cell count 1171 and bCat nuc transl cell count 5 µM 1300.
For CNS(=O)(=O)c1c(C)cc(C)c(N(C)S(=O)(=O)c2ccccc2)c1C the results were Dynein cargo inh -0.33, Yfh1-off respiration inactive, bCat nuc transl 0.4, NOD2 inhibition -1%, M17LAP inhibition 4%, NOD1 inhibition -21%, Insulin prom up 0.25, MT stabilizer 1.6, Autophagy HCS inactive, Dynein cargo inh cytoplasmic EGFP -0.31, Dynein cargo inh nuclear GR-EGFP -0.1, Dynein cargo inh cell count 0.97, Insulin prom up cell count 1544, bCat nuc transl cell count 5 µM 994, MT stabilizer Hoechst-high % 1.0, MT stabilizer cytotoxicity % 5.8 and Autophagy HCS cell loss 18 h 7.
`COc1ccc2[nH]cc(C(=O)CN3CCCC(C)C3)c2c1` (stereo not given) gave Dynein cargo inh -0.51, Yfh1-off respiration inactive, bCat nuc transl 0.0, NOD2 inhibition -1%, M17LAP inhibition 2%, NOD1 inhibition 3%, Insulin prom up -0.54, MT stabilizer 1.5, Autophagy HCS inactive, Dynein cargo inh cytoplasmic EGFP -0.21, Dynein cargo inh nuclear GR-EGFP -0.21, Dynein cargo inh cell count 0.71, Insulin prom up cell count 1514, bCat nuc transl cell count 5 µM 1380, MT stabilizer Hoechst-high % 1.2, MT stabilizer cytotoxicity % 5.5 and Autophagy HCS cell loss 18 h -3.
Screening CCCC(=O)NCCc1nc2cc([N+](=O)[O-])ccc2n1C returned Dynein cargo inh -0.019, Yfh1-off respiration inactive, bCat nuc transl -3.5, NOD2 inhibition 9%, M17LAP inhibition 8%, NOD1 inhibition -30%, Insulin prom up 0.08, MT stabilizer 3.3, Autophagy HCS inactive, Dynein cargo inh cytoplasmic EGFP -0.25, Dynein cargo inh nuclear GR-EGFP 0.12, Dynein cargo inh cell count 2.1, Insulin prom up cell count 1292, bCat nuc transl cell count 5 µM 1025, MT stabilizer Hoechst-high % 2.3, MT stabilizer cytotoxicity % 6.9 and Autophagy HCS cell loss 18 h -4.
Cc1nn(C)c(C(=O)Nc2ccn(Cc3ccccc3F)n2)c1[N+](=O)[O-] was read as Dynein cargo inh 0.34, Yfh1-off respiration inactive, bCat nuc transl -2.2, NOD2 inhibition 19%, M17LAP inhibition 12%, NOD1 inhibition 5%, Insulin prom up -0.2, MT stabilizer 3.3, Autophagy HCS inactive, Dynein cargo inh cytoplasmic EGFP -0.25, Dynein cargo inh nuclear GR-EGFP 0.44, Dynein cargo inh cell count 1.2, Insulin prom up cell count 1081, bCat nuc transl cell count 5 µM 853, MT stabilizer Hoechst-high % 1.1, MT stabilizer cytotoxicity % 4.7 and Autophagy HCS cell loss 18 h -16.
`CC(=O)N1CCc2c(sc(NC(=O)CN3C(=O)c4ccccc4C3=O)c2C(N)=O)C1` gave Dynein cargo inh 0.081, bCat nuc transl -4.2, NOD2 inhibition 10%, M17LAP inhibition 12%, NOD1 inhibition -13%, Insulin prom up 0.11, MT stabilizer 3.1, Autophagy HCS inactive, Dynein cargo inh cytoplasmic EGFP -0.22, Dynein cargo inh nuclear GR-EGFP 0.39, Dynein cargo inh cell count 0.26, Insulin prom up cell count 1362, bCat nuc transl cell count 5 µM 1127, MT stabilizer Hoechst-high % 1.4, MT stabilizer cytotoxicity % 11 and Autophagy HCS cell loss 18 h -9.
Screening COc1ccc(-c2nc3ccccc3c(=O)n2NC(=O)c2cccnc2Cl)cc1OC returned Dynein cargo inh 0.51, Yfh1-off respiration inactive, bCat nuc transl -2.3, NOD2 inhibition 8%, M17LAP inhibition -1%, NOD1 inhibition -25%, Insulin prom up -0.55, MT stabilizer 0.9, Autophagy HCS inactive, Dynein cargo inh cytoplasmic EGFP -0.28, Dynein cargo inh nuclear GR-EGFP 0.1, Dynein cargo inh cell count -0.24, Insulin prom up cell count 1274, bCat nuc transl cell count 5 µM 553, MT stabilizer Hoechst-high % 3.8, MT stabilizer cytotoxicity % 11 and Autophagy HCS cell loss 18 h -4.
